MC4R antagonist – human MC4R antagonism in cAMP assay; P32245; MC4R-expressing cells, MTII-stimulated cAMP, LANCE TR-FRET; inhibition, % at 6.5 µM; actives 0.48% (n = 360,000); AID 540295;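 active = inhibition above its plate's cutoff, the mean of tested wells on that plate plus 3 SD, cut at about 29% in these data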;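 note: 0% = Melanotan II alone and 100% = Melanotan II plus saturating MCL0020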
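System: U2OS-MC4R stable cell line; Technique: Eu-cAMP/anti-cAMP TR-FRET, emission 671 nm; Repeats: single well per compound; Also added: Melanotan II; Dosing: one concentration, 6.5 µM nominal; Schedule: 30-min compound, 1-h challenge, 1-h detection, room temperature.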
HTR2A ag – mouse HTR2A agonism via beta-arrestin recruitment; CHO-K1 mHTR2A beta-arrestin complementation, luminescence; percent of 30 µM serotonin response; activation, % at 7.6 µM; actives 0.66% (n = 360,000);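 active = activation above a run cutoff, the mean activation of all tested compounds plus 3 SD, cut at about 14% in these data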;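 note: 0% = plate median of compound wells and 100% = 30 µM serotonin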
MC4R ag barr – human MC4R agonism via beta-arrestin; P32245; U2OS MC4R beta-arrestin complementation, luminescence; percent of melanotan II response, DMSO zero; activation, % at 8.9 µM; actives 0.98% (n = 360,000); AID 540308;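 active = activation above a per-plate cutoff, the mean activation of sample wells on that plate plus 3 SD, cut at about 8% in these data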
hiPSC survival – hiPSC single-cell survival enhancement | ATPlite luminescence; 100% = ROCK inhibitor wells, 0% = DMSO | survival enhancement, % at 20 µM | actives 0.044% (n = 360,000) | AID 602274; in the data active = survival enhancement above about 18%;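 note: cells exposed to compounds for 16 hours before the ATP read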
ABCB6 inh MLPCN – inhibitors of human ABC transporter ABCB6; Q9NP58; K562-ABCB6 porphyrin accumulation, flow cytometry, 1 h; stronger effect = lower value; fluorescence ratio to DMSO, % at 10 µM; actives 0.19% (n = 360,000);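 active = fluorescence ratio to DMSO below 75%, the collection mean minus 3 SD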;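 note: signal is porphyrin accumulated inside mitochondria; 100% equals median channel fluorescence of DMSO control wells; lower ratio means ABCB6 inhibition with less porphyrin fluorescence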
Target sequence (Q9NP58 whole entry, looked up): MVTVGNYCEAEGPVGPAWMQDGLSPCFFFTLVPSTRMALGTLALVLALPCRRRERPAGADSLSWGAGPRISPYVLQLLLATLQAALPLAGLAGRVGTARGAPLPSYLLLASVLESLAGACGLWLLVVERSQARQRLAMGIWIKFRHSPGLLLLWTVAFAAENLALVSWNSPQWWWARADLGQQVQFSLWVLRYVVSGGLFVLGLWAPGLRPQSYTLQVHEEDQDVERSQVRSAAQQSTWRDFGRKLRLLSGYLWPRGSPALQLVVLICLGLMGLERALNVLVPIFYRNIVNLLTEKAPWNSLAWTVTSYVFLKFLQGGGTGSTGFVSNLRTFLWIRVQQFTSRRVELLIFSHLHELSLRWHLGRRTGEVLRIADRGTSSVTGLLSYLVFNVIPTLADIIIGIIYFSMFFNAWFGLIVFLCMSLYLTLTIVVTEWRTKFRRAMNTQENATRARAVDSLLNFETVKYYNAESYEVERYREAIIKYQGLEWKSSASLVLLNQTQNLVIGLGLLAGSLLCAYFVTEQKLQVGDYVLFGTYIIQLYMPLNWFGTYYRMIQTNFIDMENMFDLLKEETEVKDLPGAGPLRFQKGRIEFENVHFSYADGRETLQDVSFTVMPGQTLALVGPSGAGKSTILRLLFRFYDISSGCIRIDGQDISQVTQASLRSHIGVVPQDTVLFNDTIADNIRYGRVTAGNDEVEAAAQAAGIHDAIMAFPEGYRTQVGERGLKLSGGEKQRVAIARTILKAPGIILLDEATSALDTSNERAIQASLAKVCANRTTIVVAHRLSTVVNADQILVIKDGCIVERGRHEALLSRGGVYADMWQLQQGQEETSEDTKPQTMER
Granule exo inh – blocks lytic granule exocytosis; actives 0.66% (n = 360,000); inhibition, % at 10 µM; TALL-104 LAMP-1 surface exposure, flow cytometry; cells stimulated with thapsigargin and PMA;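 active = inhibition above about 55%, limit read from the data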
ABHD5 PLIN5 PPI – ABHD5-PLIN5 protein interaction inhibition. inhibition, % at 4 µM. Q00G26+Q8WTS1. Split G. princeps luciferase complementation, luminescence, 4 h. actives 0.78% (n = 360,000). AID 602281;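 active = inhibition above the mean inhibition across every tested compound plus 3 SD, cut at about 22% in these data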;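 note: 0% = DMSO only wells and the 100% control is not disclosed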
N-glyco inh – blocks N-linked glycosylation in D54 reporter cells; D54 ERlucT glycosylation luciferase reporter, 24 h; percent of 100 nM tunicamycin response; actives 0.23% (n = 360,000); reporter increase, % at 12.5 µM;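 active = mean luciferase reporter signal, scaled so untreated is 0 and the glycosylation-blocking control 100, at or above a set limit in every replicate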;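 note: luciferase carries N-glycosylation sites so blocking glycosylation raises the light; 0% = median of neutral control wells and 100% = median of 100 nM tunicamycin wells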
H9c2 protect – protects H9c2 cardiomyocytes from peroxide injury | H2O2 injury protection, ATPLite, 2 h | actives 0.63% (n = 360,000) | AID 588492 | protection from H2O2 cell death, % at 20 µM;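 active = compounds giving at least 50% protection of heart cells from peroxide-induced death in the single-dose screen, raw or plate-pattern-corrected value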;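 note: 0% = DMSO wells with peroxide and 100% = DMSO wells without peroxide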
aDG glyco act – increases alpha dystroglycan glycosylation. Pro5-aDG cells, alpha-DG glycosylation AlphaScreen (IIH6); 0% Pro5, 100% B10-LARGE cell signal. activation, % at 10 µM. actives 0.22% (n = 360,000). AID 624168;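 active = activation of at least 8% versus controls, or a plate z-score of at least 8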;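 note: Pro5 are CHO cells carrying HIG-tagged alpha-DG that lacks glycosylation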
* marks the source's active call; other numbers are inactive results; · = no result given.

no.	Compound	MC4R antagonist	HTR2A ag	MC4R ag barr	hiPSC survival	ABCB6 inh MLPCN
1	Cc1ccc(C(=O)NCc2ccncc2)cc1S(=O)(=O)N1CCOCC1	6	-4	0.0	-0.2	96
2	CSc1nc2sc3c(c2c(=O)n1C)CCC3	2	2	-1.3	1.9	98
3	CC(C)(C)C(=O)Nc1ccc(/C=C/C(=O)c2ccco2)cc1	0	-1	-2.4	-0.6	96
4	CCn1c(O)c(C(C#N)=C2N=c3ccccc3=N2)c2ccccc21	13	1	1.8	-0.9	103
5	COc1cccc(NC(=O)Nc2nnc([C@@H]3C[C@H](O)[C@@H](CO)O3)s2)c1	-3	5	-2.0	-0.8	100
6	O=C(Oc1ccccc1C(=O)Oc1ccccc1)c1cccnc1	-30	-7	-4.3	2.7	96
7	Cc1ccc2[nH]c3c(=O)n(CCN4CCNCC4)cnc3c2c1	-3	5	-1.9	0.3	96
8	Cc1ccccc1N(CC(=O)O)S(C)(=O)=O	6	-3	-0.4	-1.1	115

no.	Granule exo inh	ABHD5 PLIN5 PPI	N-glyco inh	H9c2 protect	aDG glyco act
1	-2	5	1	-1	0.0
2	3	2	0	-1	0.0
3	2	37*	-15	-12	0.0
4	-3	-7	1	6	-0.3
5	-3	2	-2	6	-0.2
6	0	1	3	2	0.1
7	0	15	1	1	-0.2
8	0	-5	2	1	0.0

From entry 6 to 8, as listed above:
no.	Compound	MC4R antagonist	HTR2A ag	MC4R ag barr	hiPSC survival	ABCB6 inh MLPCN
6	O=C(Oc1ccccc1C(=O)Oc1ccccc1)c1cccnc1	-30	-7	-4.3	2.7	96
7	Cc1ccc2[nH]c3c(=O)n(CCN4CCNCC4)cnc3c2c1	-3	5	-1.9	0.3	96
8	Cc1ccccc1N(CC(=O)O)S(C)(=O)=O	6	-3	-0.4	-1.1	115

no.	Granule exo inh	ABHD5 PLIN5 PPI	N-glyco inh	H9c2 protect	aDG glyco act
6	0	1	3	2	0.1
7	0	15	1	1	-0.2
8	0	-5	2	1	0.0

Carrying on:
no.	Compound	MC4R antagonist	HTR2A ag	MC4R ag barr	hiPSC survival	ABCB6 inh MLPCN
9	COC(=O)c1cn(C)c2ccc(S(=O)(=O)N3CC(C)CC(C)C3)cc2c1=O (stereo unspecified)	14	3	-0.6	-1.9	97
10	Cc1ccc(-n2c3c(c(=O)[nH]c2=O)C(NS(=O)(=O)c2ccc(Cl)cc2)(C(F)(F)F)C(=O)N3)cc1 (stereo unspecified)	3	0	-1.7	2.8	100
11	CC(C)(C)NC(=O)CSc1nncn1NCc1c(Cl)cccc1Cl	0	-3	-1.6	-0.3	103
12	Cn1c(SCC(=O)N/N=C/C=C/c2ccco2)nc2ccccc21	13	-2	0.4	-0.7	91
13	Cc1ccccc1CSc1nncn1N	16	1	0.3	-0.1	99
14	c1csc(-c2nnc(NC3CCCCC3)c3ccccc23)c1	6	23*	-1.4	-1.6	94
15	O=C(NCCc1ccccc1)c1cc(-c2ccco2)on1	4	4	0.4	1.6	100
16	CSc1nc(N(C)NC(=O)c2ccc(Cl)cc2)c2ccccc2n1	-25	2	-1.2	-1.6	84

no.	Granule exo inh	ABHD5 PLIN5 PPI	N-glyco inh	H9c2 protect	aDG glyco act
9	-2	1	0	4	-0.2
10	-3	-6	-1	0	-0.1
11	0	-3	0	3	-0.1
12	1	9	4	6	0.1
13	-2	-3	0	2	0.3
14	0	3	2	-7	0.1
15	0	7	48*	-4	-0.3
16	12	3	14	-14	-0.4

Additional structures follow.
no.	Compound	MC4R antagonist	HTR2A ag	MC4R ag barr	hiPSC survival	ABCB6 inh MLPCN
17	CSc1nc(N2CCOCC2)c2c3c(sc2n1)CCC3	4	1	-1.2	0.1	95
18	COc1ccc(Cn2ccnc2SCC(=O)NC2CCCC2)cc1	3	-3	-3.3	-0.5	104
19	CCCCN(CC)Cc1c(O)ccc2c3c(c(=O)oc12)CCC3	18	-4	-0.4	-0.5	108
20	Cc1c(NS(=O)(=O)c2cc(C(=O)NCCc3ccc(F)cc3)cc(Cl)c2Cl)c(=O)n(-c2ccccc2)n1C	3	-1	0.5	1.2	99
21	COc1ccc(C2(c3ccc(OC)cc3)NC(=O)N(Cn3nnc4ccccc4c3=O)C2=O)cc1	18	4	-0.8	0.2	99
22	Cc1nn(C)c(Cl)c1/C=C/C(=O)O	11	6	0.0	1.0	105
23	CCc1nc(SCC(=O)Nc2nc3c(s2)CCCC3)c2ccccc2n1	33*	-1	1.8	3.9	101
24	O=C(CCc1nnc(Cc2ccc3c(c2)OCO3)o1)N(CC1CCC1)CC1CCCO1 (stereo unspecified)	3	2	1.2	-0.4	99

no.	Granule exo inh	ABHD5 PLIN5 PPI	N-glyco inh	H9c2 protect	aDG glyco act
17	6	-10	-1	-1	-0.3
18	0	-2	-3	0	0.1
19	-8	2	1	-7	0.3
20	1	19	-2	0	0.0
21	-3	5	-4	7	0.8
22	-2	0	2	-3	0.0
23	-1	-3	3	-15	0.2
24	4	2	-1	2	-0.1

(cont.)
no.	Compound	MC4R antagonist	HTR2A ag	MC4R ag barr	hiPSC survival	ABCB6 inh MLPCN
25	Cn1c(CCNC(=O)c2ccco2)nc2cc(NC(=O)c3ccccc3Cl)ccc21	5	-2	1.1	-0.5	97
26	COc1cccc(NC(=O)N2CCCc3ccccc32)c1	18	3	-1.7	-2.2	101
27	Cc1ncc([N+](=O)[O-])n1CCOC(=O)c1ccccc1	13	1	-0.4	5.7	100
28	Cc1cccc(C)c1NC(=O)CCCn1nc(C)c2c(C)n(-c3ccccc3)nc2c1=O	0	3	-1.2	-0.4	96
29	COc1cc(OC)c(/C=N/NC(=O)c2ccncc2)cc1Br	4	-1	-2.0	-0.4	98
30	COCCCNC(=O)c1cccc(C(=O)NCCCOC)c1	-2	4	0.8	-2.1	104
31	N#Cc1ccccc1OCC(=O)OCC(=O)c1c[nH]c2ccccc12	6	7	1.9	0.1	91
32	CC(=O)NC(CC(=O)Nc1ccc(S(=O)(=O)Nc2nccs2)cc1)c1ccccc1 (stereo unspecified)	-2	0	0.1	-0.4	99

no.	Granule exo inh	ABHD5 PLIN5 PPI	N-glyco inh	H9c2 protect	aDG glyco act
25	-3	-6	0	-2	0.1
26	0	2	-2	0	0.0
27	1	2	0	8	-0.1
28	2	1	-1	-3	0.6
29	4	-2	-1	2	0.1
30	-1	4	2	5	0.1
31	0	1	-1	15	0.0
32	3	0	1	7	-0.1

Later entries.
no.	Compound	MC4R antagonist	HTR2A ag	MC4R ag barr	hiPSC survival	ABCB6 inh MLPCN
33	O=C(CSc1nc2c(oc3ccccc32)c(=O)n1CC1CCCO1)NCc1ccccc1 (stereo unspecified)	9	7	-3.3	0.0	91
34	O=C(Nc1nc2ccc(S(=O)(=O)N3CCCC3)cc2s1)C1CCCCC1	-17	6	-1.5	-1.6	103
35	COc1ccc(N(C)S(=O)(=O)c2ccc(Cl)c(C(=O)NCCc3ccc(Cl)cc3)c2)cc1	3	-4	-0.3	-1.5	88
36	CC1CCCCN1c1ncnc(N)c1[N+](=O)[O-] (stereo unspecified)	6	2	1.4	-0.1	94
37	Cc1ccc(C(=O)N2CC(=O)NC(=O)C2)cc1	21	-2	-0.1	-0.3	106
38	COc1ccccc1NC(=O)COc1ccccc1C(=O)Nc1ccccc1	9	1	0.9	-0.7	96
39	CCCCN(C(=O)CCC(=O)OCC(=O)NCc1ccccc1)c1c(N)n(CCC)c(=O)[nH]c1=O	10	-6	1.8	4.6	101
40	Cc1nc(Nc2ccccc2Cl)sc1C(=O)Nc1ccccc1	-3	-6	0.4	-1.0	99

no.	Granule exo inh	ABHD5 PLIN5 PPI	N-glyco inh	H9c2 protect	aDG glyco act
33	-3	-2	2	3	-0.1
34	13	-16	1	-2	0.0
35	40	1	-7	5	0.3
36	1	1	-12	10	0.2
37	-7	11	1	-1	0.0
38	-1	10	1	0	0.0
39	-3	0	1	4	0.1
40	-4	-10	-1	-1	0.2

Next part:
no.	Compound	MC4R antagonist	HTR2A ag	MC4R ag barr	hiPSC survival	ABCB6 inh MLPCN
41	CCN(CC)S(=O)(=O)c1ccc(C(=O)NC(C)(C)C)cc1	-8	6	-0.2	-0.3	102
42	CCC(C)(C)NC(=O)C(c1ccccc1)N(Cc1cccs1)C(=O)Cn1nnc2ccccc21 (stereo unspecified)	9	2	0.0	0.0	96
43	Cc1ccccc1NC(=O)NNC(=O)c1ccc2ccccc2c1	1	1	-2.1	-0.5	100
44	CC1(NC(=O)N2CCCCC2)CCS(=O)(=O)C1 (stereo unspecified)	1	-2	0.3	1.3	102
45	Cc1ccccc1Nc1nnc(SCC(=O)c2cc3ccccc3o2)s1	9	0	1.7	0.2	102
46	CN(C)C1CN(Cc2cn(Cc3ccccc3)nn2)S(=O)(=O)C1 (stereo unspecified)	·	1	·	0.7	103
47	O=C(CCCN1C(=O)c2cccnc2C1=O)N1CC(=O)N(CCc2ccccc2)C(=O)C1	7	-4	-1.4	-0.4	82
48	Cc1c(C)c(C)c(S(=O)(=O)NCCc2ccccn2)c(C)c1C	10	-5	-2.7	-0.3	99

no.	Granule exo inh	ABHD5 PLIN5 PPI	N-glyco inh	H9c2 protect	aDG glyco act
41	4	7	4	0	0.7
42	0	-3	-3	-6	0.7
43	-4	2	3	0	0.1
44	-2	-4	3	3	-0.2
45	-6	-4	0	-4	0.1
46	0	2	·	·	-0.2
47	0	-2	1	12	0.0
48	-1	-1	0	-5	0.0

Later entries
no.	Compound	MC4R antagonist	HTR2A ag	MC4R ag barr	hiPSC survival	ABCB6 inh MLPCN
49	CCOC(=O)c1ccc(NC(=S)NCCCN2CCCC2=O)cc1	4	4	-3.1	-0.6	90
50	CC(Oc1ccccc1)C(=O)Nc1cc(Cl)ccc1-n1cncn1 (stereo unspecified)	9	-1	2.7	3.7	101
51	NS(=O)(=O)c1cccc(NC(=O)c2cccc(Oc3ccccc3)c2)c1	-4	6	-1.6	-0.2	92
52	COc1cccc(NC(=O)Nc2cc(NC(=O)Nc3cccc(OC)c3)c(C)nc2C)c1	1	1	0.2	-0.6	99
53	COC(=O)/C(=C/c1ccco1)NC(=O)c1ccc(Br)o1	5	-2	-0.2	-3.2	102
54	CCOc1ccc(Nc2cc(C)nc(-n3nc(C)cc3C)n2)cc1	-20	-1	-2.2	-0.1	89
55	COc1cc(NC(=O)C2=CC(c3ccc(C)cc3)=NS(=O)(=O)N2C)cc(OC)c1OC	4	-2	-0.6	-0.8	97
56	CC(C)CNC(=O)CSc1nc2nn(-c3ccccc3)c(=O)c-2c2n1CCCCC2	14	13	-1.4	-0.2	99
57	COC(=O)c1c(-c2ccc(SC)cc2)sc2ccc(OC)cc12	6	-3	0.9	5.3	100
58	CCOC(=O)c1ccc(S(=O)(=O)Nc2ccc3cn[nH]c3c2)cc1	-1	1	1.2	-3.7	89
59	CCOc1ccccc1N1CCN(CC(O)COCc2cccs2)CC1 (stereo unspecified)	5	2	-0.1	-0.4	89

no.	Granule exo inh	ABHD5 PLIN5 PPI	N-glyco inh	H9c2 protect	aDG glyco act
49	0	1	-1	4	0.0
50	4	-12	0	4	-0.4
51	36	-4	-5	-13	0.2
52	2	-2	2	3	-0.3
53	0	2	1	-2	-0.3
54	2	8	10	-4	1.1
55	-1	-13	2	-22	0.0
56	-2	1	0	3	0.0
57	-1	3	-1	-13	0.0
58	2	0	1	-9	0.6
59	4	1	-1	4	-0.1

From PubChem BioAssay
